GCN5L2 inh: qHTS Assay for Inhibitors of GCN5L2. Potency, µM (top dose mostly 58.9 µM), for the others: at the top dose activity change, negative = inhibition, usual class: inhibitors. 390,000 tested, 0.21% active. GCN5L2 HAT assay, ThioGlo1 CoA-SH fluorescence. Histone acetyltransferase KAT2A (Homo sapiens), Q92830
Target sequence (Q92830 whole entry, looked up): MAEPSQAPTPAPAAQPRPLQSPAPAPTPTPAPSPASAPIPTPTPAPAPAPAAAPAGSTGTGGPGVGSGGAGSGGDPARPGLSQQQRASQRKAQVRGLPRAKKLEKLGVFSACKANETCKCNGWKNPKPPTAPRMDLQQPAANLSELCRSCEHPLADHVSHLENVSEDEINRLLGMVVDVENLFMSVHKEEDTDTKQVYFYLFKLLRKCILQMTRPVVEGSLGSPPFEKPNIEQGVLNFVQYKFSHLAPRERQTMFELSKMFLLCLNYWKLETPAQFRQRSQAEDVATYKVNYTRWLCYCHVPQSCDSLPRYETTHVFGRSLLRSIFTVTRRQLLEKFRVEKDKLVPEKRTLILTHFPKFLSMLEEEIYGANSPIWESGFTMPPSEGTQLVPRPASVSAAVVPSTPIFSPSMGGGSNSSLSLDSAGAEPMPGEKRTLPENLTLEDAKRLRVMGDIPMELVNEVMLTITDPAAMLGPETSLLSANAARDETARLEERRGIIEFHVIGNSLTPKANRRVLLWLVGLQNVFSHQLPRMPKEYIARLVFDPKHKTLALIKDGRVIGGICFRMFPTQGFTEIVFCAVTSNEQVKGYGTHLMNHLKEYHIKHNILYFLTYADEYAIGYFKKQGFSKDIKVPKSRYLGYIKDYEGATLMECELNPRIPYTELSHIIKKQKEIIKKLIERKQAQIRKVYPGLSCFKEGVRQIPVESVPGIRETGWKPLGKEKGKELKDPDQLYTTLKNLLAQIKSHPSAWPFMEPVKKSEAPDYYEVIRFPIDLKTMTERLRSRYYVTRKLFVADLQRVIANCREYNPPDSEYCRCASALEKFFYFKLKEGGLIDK
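qHTS, 1536-well. 20nM enzyme, pH 7.5 HEPES/EDTA/Tween-20 buffer; 15 min compound preinc., RT. Start: 75uM H3(1-25), 70uM AcCoA, 50uM ThioGlo1. Read Ex340/Em540 at t=0 (autofluorescence flag) and t=20 min.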
TDP1 cell noCPT: qHTS for Inhibitors of human tyrosyl-DNA phosphodiesterase 1 (TDP1): qHTS in cells in absence of CPT | Potency, µM (top dose mostly 46.2 µM), without a hit: top-dose activity change, negative = growth inhibition, hits mostly inhibitors | DT40 Tdp1-/- hTDP1 cells, no CPT, ATP luminescence, 48 h | AID 686978, 2013 | 420,000 tested, 15% active; note: nearly all actives have a fitted effect of over 55% in size
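Seeded 400 DT40-hTDP1 cells/well (vehicle DMSO, no 20 nM CPT); pinned compounds; ≥48 hr at 37 °C; CellTiter-Glo luminescence as viability measure.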
TDP1 cell CPT: qHTS for Inhibitors of human tyrosyl-DNA phosphodiesterase 1 (TDP1): qHTS in cells in presence of CPT; chicken DT40 Tdp1-/-;hTDP1 cells + 20 nM CPT, ATP luminescence, 48 h; Potency, µM (doses to about 46.2 µM), inactives show at the highest dose activity change, negative = growth inhibition, most hits filed as inhibitors; 420,000 tested, 12% active; AID 686979, 2013; note: nearly all actives have a fitted effect of over 55% in size
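Cell growth measured by CellTiter-Glo luminescence after a minimum 48 h, 37 C compound exposure with 20 nM CPT in Tdp1-knockout DT40 cells stably expressing hTDP1, seeded 400/well; qHTS titration format.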
The depositor's hits bear a star; & = joins results of further samples. Calls come from the whole dose curve; as a rule, active = well fitted curve in the direction sought with a large enough effect; inconclusive = small, poorly fitted or top-dose-only effect, or another doubt; inactive = no such curve, though single readings can be large; an effect the other way counts as inactive or inconclusive. % is set by controls: 0 for no effect and ±100 for the full control effect; potency is the fitted concentration of half-maximal effect. Only part of the results is shown (hit frequency here may not be typical).

Results for O=C(COc1cccnc1[N+](=O)[O-])Nc1ccc(F)cc1 ?
GCN5L2 inh: 0%; TDP1 cell noCPT: -6%; TDP1 cell CPT: 20%

How did CC(C)(C)C(=O)Nc1ccc(C(=O)Nc2cccc(Oc3ccc(C(=O)O)c(C(=O)O)c3)c2)cc1 do in these assays?
GCN5L2 inh: -14%; TDP1 cell noCPT: 6%; TDP1 cell CPT: 11%

What do the screens show for `CC(=O)Nc1ccc(NC(=S)NC(=O)/C=C/c2ccccc2)cc1`?
GCN5L2 inh: -8%; TDP1 cell noCPT: -21%; TDP1 cell CPT: 22%

What do the screens show for `Cc1ccc(SC[C@H](Cc2ccccc2)N2CCN(C)CCC2=O)cc1`?
GCN5L2 inh: -4%; TDP1 cell noCPT: inconclusive; TDP1 cell CPT: inconclusive

Results for N#Cc1c(NC(=O)CSc2nc3ccccc3c(=O)n2Cc2ccco2)sc2c1CCCC2 ?
GCN5L2 inh: -2%; TDP1 cell noCPT: inconclusive; TDP1 cell CPT: inconclusive

Results for Cc1cc(C)nc(SCc2csc(-c3ccccc3)n2)n1 ?
GCN5L2 inh: 5%; TDP1 cell noCPT: inconclusive; TDP1 cell CPT: inconclusive

How did COc1cc(OC)cc(C(=O)OCC(=O)NC(c2ccccc2)c2ccccc2)c1 do in these assays?
GCN5L2 inh: 1%; TDP1 cell noCPT: -11%; TDP1 cell CPT: 2%

Results for CC(C)C1Cc2[nH][nH]c(=O)c2C(c2ccc(Cl)cc2)O1 (centres undefined) ?
TDP1 cell noCPT: inconclusive; TDP1 cell CPT: -12%

Results for Cc1ccc(C(=O)Nc2ccccc2OC(F)F)cc1 ?
GCN5L2 inh: -4%; TDP1 cell noCPT: -17%; TDP1 cell CPT: -1%

What do the screens show for `COc1ccc(Cl)cc1NC(=O)C1CC(c2c(F)cccc2Cl)=NO1` (centres undefined)?
GCN5L2 inh: 2%; TDP1 cell noCPT: inconclusive; TDP1 cell CPT: inconclusive

How did Cc1ccc(C)n1-c1cccc(C(=O)Nc2ccccc2)c1 do in these assays?
GCN5L2 inh: -41%; TDP1 cell noCPT: 15µM*; TDP1 cell CPT: inconclusive

How did CC1CCCCC1NC(=O)CN1CCC(NC(=O)c2ccc([N+](=O)[O-])cc2)CC1 (centres undefined) do in these assays?
GCN5L2 inh: -7%; TDP1 cell noCPT: inconclusive; TDP1 cell CPT: -4%

Results for O=C(CN1CCCCC1)N/N=C/c1cccc(C(F)(F)F)c1 ?
TDP1 cell noCPT: -9%; TDP1 cell CPT: 9%

What do the screens show for `CCN(CC(=O)Nc1ccccc1C(F)(F)F)C(=O)c1ccc2[nH]c3c(c2c1)CC(C)CC3` (centres undefined)?
GCN5L2 inh: -20%; TDP1 cell noCPT: 18µM*; TDP1 cell CPT: inconclusive

How did COc1cccc(CC2(CO)CCCN(Cc3nc(-c4cccs4)oc3C)C2)c1 (centres undefined) do in these assays?
GCN5L2 inh: 0%; TDP1 cell noCPT: 21µM*; TDP1 cell CPT: inconclusive

How did C=CCSc1nn2c(=O)c3ccccc3nc2s1 do in these assays?
GCN5L2 inh: -8%; TDP1 cell noCPT: -13%; TDP1 cell CPT: -17%

What do the screens show for `Cc1nc2cnc(OCc3ccccc3)nc2n(Cc2ccc(F)cc2)c1=O`?
GCN5L2 inh: -17%; TDP1 cell noCPT: -12%; TDP1 cell CPT: 3%

What do the screens show for `O=C(c1cccc2nccnc12)N1CCCC(Nc2ccc(F)c(F)c2)C1` (centres undefined)?
GCN5L2 inh: -1%; TDP1 cell noCPT: -5%; TDP1 cell CPT: 2%

What do the screens show for `COc1ccc(C(=O)NC(=S)Nc2ccc3[nH]c(=O)[nH]c3c2)c(OC)c1`?
GCN5L2 inh: -5%; TDP1 cell noCPT: 18%; TDP1 cell CPT: -15%

How did COc1nc(OC)nc(N2CCC(C(=O)NC3CC3)CC2)n1 do in these assays?
GCN5L2 inh: 2%; TDP1 cell noCPT: 0%; TDP1 cell CPT: -13%

What do the screens show for `Cc1ccc(NC(=O)Nc2nnc(SCC(=O)N3CCC(C)CC3)s2)cc1`?
GCN5L2 inh: -4%; TDP1 cell noCPT: 23µM*; TDP1 cell CPT: inconclusive

How did COc1ccc(-n2c(Cn3c(=O)sc4ccccc43)nnc2SCC(=O)N2CCCCC2)cc1 do in these assays?
GCN5L2 inh: -5%; TDP1 cell noCPT: -25%; TDP1 cell CPT: inconclusive

What do the screens show for `CCOC(=O)c1sc(NC(=O)c2cc3c(s2)CCC(C)C3)nc1C` (centres undefined)?
GCN5L2 inh: -2%; TDP1 cell noCPT: inconclusive; TDP1 cell CPT: -12%

What do the screens show for `O=C(/C=C\Nc1ccc2c(c1)OCO2)c1ccc2c(c1)OCO2`?
GCN5L2 inh: -1%; TDP1 cell noCPT: inconclusive; TDP1 cell CPT: inconclusive

How did COc1ccc2c(c1)c(C(=O)N/N=C/c1cccs1)c(C)n2C do in these assays?
GCN5L2 inh: -11%; TDP1 cell noCPT: inconclusive; TDP1 cell CPT: 9.2µM*

How did O=C(O)c1ccc(-n2c(-c3ccc(Br)cc3)n[nH]c2=S)cc1 do in these assays?
GCN5L2 inh: -3%; TDP1 cell noCPT: -5%; TDP1 cell CPT: 9%

What do the screens show for `Cc1cccc(CSCc2ccc(C(=O)NCC3CCCO3)o2)c1` (centres undefined)?
GCN5L2 inh: -4%; TDP1 cell noCPT: -26%; TDP1 cell CPT: inconclusive

How did COc1ccc(NC(=S)Nc2ccc(S(N)(=O)=O)cc2)c(C)c1 do in these assays?
GCN5L2 inh: 2%; TDP1 cell noCPT: -14%; TDP1 cell CPT: 21%

What do the screens show for `COc1cccc(C(=O)NC2=NC(c3ccc(N(C)C)cc3)CC(=O)N2)c1` (centres undefined)?
GCN5L2 inh: 1%; TDP1 cell noCPT: -24%; TDP1 cell CPT: -18%

Results for CC(=O)NC(=S)NNC(=O)COc1ccc([N+](=O)[O-])cc1 ?
GCN5L2 inh: -5%; TDP1 cell noCPT: -28%; TDP1 cell CPT: -1%

How did O=C1CC(NNc2nc3ccccc3s2)C(=O)N1c1ccccc1 (centres undefined) do in these assays?
GCN5L2 inh: -5%; TDP1 cell noCPT: -31%; TDP1 cell CPT: -30%

Results for CCN(CC)CC#CCOC(=O)C(O)(c1ccccc1)C1CCCCC1 (centres undefined) ?
GCN5L2 inh: -15%&-1%; TDP1 cell noCPT: 8.2µM*; TDP1 cell CPT: 21µM*

How did OC(c1cccc(Cl)c1)c1nc(/C=C/c2ccccc2)cs1 (centres undefined) do in these assays?
TDP1 cell noCPT: inconclusive; TDP1 cell CPT: inconclusive

What do the screens show for `NC(=O)CC[C@@H]1NC(=O)[C@H](CO)NC(=O)c2cc([N+](=O)[O-])cc(I)c2OCC[C@@H](C(N)=O)NC1=O`?
GCN5L2 inh: -7%; TDP1 cell noCPT: 7%; TDP1 cell CPT: 1%

What do the screens show for `O=S(=O)(c1ccc(N2CCCC2)nc1)N1CCCC1`?
GCN5L2 inh: -2%; TDP1 cell noCPT: -11%; TDP1 cell CPT: -6%

Results for CCCS(=O)(=O)NC(=O)C1(C)CCN(C(=O)c2c(F)cccc2F)C1 (centres undefined) ?
TDP1 cell noCPT: -5%; TDP1 cell CPT: -5%

How did CCN1C(=O)[C@H]2[C@H]3CN=C(SC)N3[C@@](Cc3ccccc3)(C(=O)OC)[C@H]2C1=O do in these assays?
GCN5L2 inh: 3%; TDP1 cell noCPT: 10%; TDP1 cell CPT: -5%

What do the screens show for `O=C(OCC(=O)N1N=C(c2ccc(Cl)cc2)CC1c1ccco1)c1ccccc1O` (centres undefined)?
GCN5L2 inh: -14%; TDP1 cell noCPT: inconclusive; TDP1 cell CPT: inconclusive

How did CCNC(=O)NC(=O)C(C)OC(=O)c1oc2ccc(OC)cc2c1C (centres undefined) do in these assays?
GCN5L2 inh: -9%; TDP1 cell noCPT: 0%; TDP1 cell CPT: -2%

Results for COc1ccc(C(=O)Nc2cc(S(=O)(=O)N3CCCCC3)ccc2C)cc1 ?
TDP1 cell noCPT: inconclusive; TDP1 cell CPT: inconclusive

Results for CC(C(=O)O)n1cc(Cl)cn1 (centres undefined) ?
GCN5L2 inh: 2%; TDP1 cell noCPT: -3%; TDP1 cell CPT: inconclusive

How did O=C(Nc1nncs1)C1CCCC1 do in these assays?
TDP1 cell noCPT: -14%; TDP1 cell CPT: -4%

How did COc1cc(C=C(OC(C)=O)c2ccc3c(c2)OCO3)cc(OC)c1OC do in these assays?
TDP1 cell noCPT: inconclusive; TDP1 cell CPT: inconclusive

How did CCOCCCNC(=O)Cn1nc(-c2ccccc2)ccc1=O do in these assays?
GCN5L2 inh: -2%; TDP1 cell noCPT: -12%; TDP1 cell CPT: -4%

How did CCOc1ccc(CCNC(=O)C2=C(C)C(=O)OC23CCC(C)CC3)cc1OCC (centres undefined) do in these assays?
GCN5L2 inh: -10%&-2%; TDP1 cell noCPT: inconclusive; TDP1 cell CPT: inconclusive

How did C[C@H](NC(=O)N1CCn2c1nc1ccccc12)C(=O)NCc1ccco1 do in these assays?
GCN5L2 inh: -1%; TDP1 cell noCPT: -26%; TDP1 cell CPT: 13%

How did C[C@H](CO)N1C[C@H](C)[C@@H](CN(C)C(=O)Nc2ccc(C(F)(F)F)cc2)Oc2ccc(NS(=O)(=O)c3ccc(F)cc3)cc2C1=O do in these assays?
GCN5L2 inh: -8%; TDP1 cell noCPT: 23µM*; TDP1 cell CPT: inconclusive

What do the screens show for `O=C(CSc1ccc(Br)cc1)NC1CCS(=O)(=O)C1` (centres undefined)?
GCN5L2 inh: -3%; TDP1 cell noCPT: -66%; TDP1 cell CPT: -26%

How did O=C(NCc1ccco1)c1cc(-c2ccccc2)on1 do in these assays?
GCN5L2 inh: -9%; TDP1 cell noCPT: inconclusive; TDP1 cell CPT: -27%

Results for CCOC(=O)C1CCCN(CC(=O)Nc2c(C(=O)OC)[nH]c3ccc(Cl)cc23)C1 (centres undefined) ?
GCN5L2 inh: -2%; TDP1 cell noCPT: inconclusive; TDP1 cell CPT: inconclusive

How did CCOc1ccc(CNC(=O)c2ccco2)cc1 do in these assays?
GCN5L2 inh: -7%; TDP1 cell noCPT: -8%; TDP1 cell CPT: 0%

What do the screens show for `O=C1CC(c2ccco2)Cc2[nH]c(=O)c(C(=O)Nc3ccccc3)cc21` (centres undefined)?
TDP1 cell noCPT: 10µM*; TDP1 cell CPT: inconclusive

What do the screens show for `Cc1ccc(C2C(=O)N(C3CCC(C)CC3)CC(=O)N2C2CCCC2)cc1` (centres undefined)?
GCN5L2 inh: -18%&-1%; TDP1 cell noCPT: inconclusive; TDP1 cell CPT: inconclusive

In the list so far, 7 have an aryl thioether with sulfur outside any ring.
What do the screens show for `Cc1ccc(SC[C@H](Cc2ccccc2)N2CCN(C)CCC2=O)cc1`?
GCN5L2 inh: -4%; TDP1 cell noCPT: inconclusive; TDP1 cell CPT: inconclusive

Results for N#Cc1c(NC(=O)CSc2nc3ccccc3c(=O)n2Cc2ccco2)sc2c1CCCC2 ?
GCN5L2 inh: -2%; TDP1 cell noCPT: inconclusive; TDP1 cell CPT: inconclusive

Results for Cc1cc(C)nc(SCc2csc(-c3ccccc3)n2)n1 ?
GCN5L2 inh: 5%; TDP1 cell noCPT: inconclusive; TDP1 cell CPT: inconclusive

How did C=CCSc1nn2c(=O)c3ccccc3nc2s1 do in these assays?
GCN5L2 inh: -8%; TDP1 cell noCPT: -13%; TDP1 cell CPT: -17%

What do the screens show for `Cc1ccc(NC(=O)Nc2nnc(SCC(=O)N3CCC(C)CC3)s2)cc1`?
GCN5L2 inh: -4%; TDP1 cell noCPT: 23µM*; TDP1 cell CPT: inconclusive

How did COc1ccc(-n2c(Cn3c(=O)sc4ccccc43)nnc2SCC(=O)N2CCCCC2)cc1 do in these assays?
GCN5L2 inh: -5%; TDP1 cell noCPT: -25%; TDP1 cell CPT: inconclusive

What do the screens show for `O=C(CSc1ccc(Br)cc1)NC1CCS(=O)(=O)C1` (centres undefined)?
GCN5L2 inh: -3%; TDP1 cell noCPT: -66%; TDP1 cell CPT: -26%
